AmpC detergent – qHTS Inhibitors of AmpC Beta-Lactamase (assay with detergent). AmpC hydrolysis of nitrocefin, absorbance 480 nm, 0.01% Triton. AID 485294, 2010. hit rate 0.041% among 370,000. P00811. Potency, µM (series often up to 114 µM), for the others: top-dose activity change, negative = inhibition, most hits filed as inhibitors;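 further: potency means the concentration at half of the fitted maximal effect; 0% = no-compound wells and -100% = no-enzyme wells; nearly all actives have a fitted effect of over 25% in size; some results filed as inactive show a strong effect at the top dose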
Target sequence (P00811 whole entry, looked up): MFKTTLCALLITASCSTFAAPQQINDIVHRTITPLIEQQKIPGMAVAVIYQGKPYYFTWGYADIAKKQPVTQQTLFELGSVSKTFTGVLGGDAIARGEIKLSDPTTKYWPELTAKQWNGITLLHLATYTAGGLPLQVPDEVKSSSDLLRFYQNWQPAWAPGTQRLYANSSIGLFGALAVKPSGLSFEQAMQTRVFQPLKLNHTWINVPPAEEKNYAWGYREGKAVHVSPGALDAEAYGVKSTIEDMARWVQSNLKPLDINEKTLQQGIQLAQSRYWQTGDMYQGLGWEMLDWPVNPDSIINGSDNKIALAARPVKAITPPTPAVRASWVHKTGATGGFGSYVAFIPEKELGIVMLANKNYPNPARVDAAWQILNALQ
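20 mM phosphate pH 7.0 + 0.01% (detergent screen) or 0.0001% Triton X-100; 5.3 nM AmpC reagent; cpd preinc 15 min RT; nitrocefin (800 uM stock) to start; A480 q20 s × 4 min; Activity was normalised to no-enzyme and no-compound control wells.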
Sm TGR inh – qHTS Assay for the Inhibitors of Schistosoma Mansoni Peroxiredoxins | purified TGR, DTNB reduction, TNB absorbance 405 nm | Schistosoma mansoni thioredoxin glutathione reductase (TGR), Q962Y6 | hit rate 3% among 360,000 | Potency, µM (series often up to 114 µM), for the others: at the highest dose activity change, negative = inhibition, hits mostly inhibitors | AID 485364, 2010; further: potency means the concentration at half of the fitted maximal effect; nearly all actives have a fitted effect of over 60% in size
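TGR 20 nM + NADPH 100 uM (dispensed conc.), cpd preinc 15 min RT; start with NADPH (500 uM addition) then DTNB (15 mM addition). Kinetic TNB absorbance, 405 nm filter. Four-parameter Hill fit across titration.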
AmpC inh no detg – qHTS Inhibitors of AmpC Beta-Lactamase (assay without detergent). AmpC nitrocefin hydrolysis, absorbance 480 nm, 0.0001% Triton. hit rate 0.52% among 330,000. P00811. Potency, µM (top dose mostly 57.1 µM), for the others: top-dose activity change, negative = inhibition, most hits filed as inhibitors;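 further: potency means the concentration at half of the fitted maximal effect; plate controls were no compound for no effect and no enzyme for full effect; nearly all actives have a fitted effect of over 20% in size; some results filed as inactive show a strong effect at the top dose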
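AmpC (5.3 nM in the dispensed reagent) in 20 mM phosphate pH 7.0 with 0.01% (detergent screen) or 0.0001% Triton X-100 was preincubated with compounds for 15 min at room temperature. Nitrocefin was then added from an 800 uM solution, and hydrolysis was followed at 480 nm.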
AMA1 RON2 block – qHTS for Inhibitors of AMA1-RON; Towards Development of Antimalarial Drug Lead: Primary Screen; AlphaScreen AMA1-biotinylated RON2 peptide binding; Potency, µM (series often up to 58.2 µM), inactives show at the highest dose activity change, negative = inhibition, hits mostly inhibitors; Plasmodium falciparum AMA1 (3D7) - RON2 peptide interaction; AID 720542, 2013; hit rate 0.2% among 360,000;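 further: potency means the concentration at half of the fitted maximal effect; 0% = vehicle wells and -100% = peptide control; nearly all actives have a fitted effect of over 45% in size; some results filed as inactive show a strong effect at the top dose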
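AMA1 (3D7) with his tag at 25 nM final met compounds first, then biotinylated RON2 peptide at 25 nM; detection used donor plus acceptor beads, 10 µg/mL apiece, read by AlphaScreen after 30 min at room temperature.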
Giardia FBPA inh – qHTS Assay for Inhibitors of Fructose-1,6-bisphosphate Aldolase from Giardia Lamblia; purified Giardia FBPA; Potency, µM (top dose mostly 59.6 µM), for the others: top-dose activity, negative = inhibition, actives largely listed as inhibitors; hit rate 0.71% among 290,000; AID 2451, 2010; further: potency means the concentration at half of the fitted maximal effect; nearly all actives have a fitted effect of over 55% in size
Target sequence (A8B2U2 whole entry, looked up): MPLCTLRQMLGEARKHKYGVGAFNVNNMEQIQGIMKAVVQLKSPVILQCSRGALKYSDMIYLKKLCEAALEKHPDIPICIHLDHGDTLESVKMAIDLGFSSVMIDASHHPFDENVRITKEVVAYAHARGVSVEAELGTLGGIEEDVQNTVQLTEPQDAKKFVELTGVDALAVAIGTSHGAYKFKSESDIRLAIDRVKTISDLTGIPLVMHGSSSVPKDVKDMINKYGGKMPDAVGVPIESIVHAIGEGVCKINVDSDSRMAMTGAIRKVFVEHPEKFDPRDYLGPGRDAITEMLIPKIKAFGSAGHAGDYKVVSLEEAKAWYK
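Giardia FBPA (40 nM reagent) was preincubated 10 min at RT with compound (up to 57.5 uM final), then substrate plus GAPDH/TPI/NAD/arsenate coupling system with diaphorase/resazurin was added; resorufin fluorescence (525/598 nm) was read after 20 min.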
HCMV inh – qHTS Assay for inhibitors of the human cytomegalovirus (HCMV) | AID 1259415, 2018 | activity change, negative = inhibition, % at 57.5 µM | hit rate 4.5% among 410,000 | HFF cells, HCMV-luciferase reporter, 72 h; hits give low values; in the data active means activity change below about -60%; inconclusive means no clear call, values can overlap the other calls; inactive means above about -39%
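Two compound doses tested in HFFs infected with HCMV-luciferase, MOI 1 PFU/cell, 72 h at 37C. Lysate luminescence read with OneGlo; data normalized against buffer-only and 10uM Salinomycin inhibitor controls.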
Numbers without * were called inactive; ? = inconclusive; . = no result given; & = joins results of further samples; [ ] = dose if it differs, or a comment. Unless noted, the call rests on the fitted dose curve; in most records, active means well fitted curve in the direction sought with a large enough effect; inconclusive means small, poorly fitted or top-dose-only effect, or another doubt; inactive means no such curve, though single readings can be large; an effect the other way counts as inactive or inconclusive. Unless noted, on the % scale 0 is the no-effect control and ±100 the full control effect.

SMILES	AmpC detergent	Sm TGR inh	AmpC inh no detg	AMA1 RON2 block	Giardia FBPA inh	HCMV inh
Cn1c(=O)c(C(=O)CN2CCCCCC2)c(N)n(Cc2ccccc2)c1=O	-8.1%	35.5µM*	9.8%	-15.8%	-0.4%	-24.0
O=C(CN(Cc1ccccc1)C(=O)c1csnn1)NCCc1ccccc1	3.7%	0.6%	1.2%	1.0%	0.5%	-19.5
COc1ccccc1-c1oc2ccccc2c1C#CCCO	-4.8%	?	16.1%	-3.4%	.	43.2
O=C(Cc1ccccc1)Nc1ccccc1N1CCCC1	-3.6%	-1.8%	-14.8%	-3.0%	-0.8%	-33.1
CN(C)c1ccc(NC(=O)CN2CCC(C(=O)c3ccc(F)cc3)CC2)cc1	-6.8%	-15.7%	43.9%	-19.4%	-16.3%	16.1
CC(OC(=O)c1cccnc1)C(=O)NCc1ccc2c(c1)OCO2 (centres undefined)	-4.6%	7.0%	-9.2%	1.1%	0.8%	-23.6
COc1ccc(-c2nc(C#N)c(NCCc3ccccc3)o2)cc1OC	?	6.1%	-25.8%	-2.7%	-2.8%	37.6
Cc1ccc(C=Nc2cc([N+](=O)[O-])ccc2C)s1	-7.0%	-6.7%	-12.5%	-6.6%[2.32 µM]	4.5%	2.7
CCOc1ccccc1C(=O)N1CCCCC1CCN1CCOCC1 (centres undefined)	22.6%	-0.2%	.	.	.	-36.6
COc1cccc2c1Oc1ncccc1N(C(=O)CCC(=O)NCc1ccc(N(C)C)cc1)C2	2.9%	?	.	.	.	10.0
Cc1c2cnn(CC(=O)NCCc3ccccc3)c(=O)c2c(C)n1Cc1ccccc1	11.7%	10.5%	.	.	.	-3.6
O=c1cccc2n1CC1CC2CN(S(=O)(=O)c2ccc(F)cc2)C1 (centres undefined)	0.5%	.	-42.6%	5.9%	1.1%	-33.3
O=C(Nc1cc(Br)ccc1O)c1cc(-c2ccco2)on1	-6.3%	-8.7%	-45.9%	9.3%	-8.4%	?
COc1ccc(Nc2nc(-c3ccc(OC)cc3)c(CCC(=O)O)s2)cc1	-4.7%	-18.8%	-35.3%	-10.3%	2.6%	2.6
COc1ccc(N2CCOCC2)c(NC(=O)c2ccc(Br)o2)c1	-10.2%	-0.2%	21.4%	-9.4%	.	-81.3*
Cc1ccccc1NC(=O)Cc1nc(-c2ccc3ccccc3c2)cs1	-14.5%	-3.4%	-34.8%	-3.6%[2.32 µM]	1.4%	-39.2
CCOc1ccc(NC(=O)CN(C)C(=O)CN2C(=O)c3ccc([N+](=O)[O-])cc3C2=O)cc1OCC	-20.5%	-1.7%	-1.2%	4.0%	.	4.7
CC1CC(C)CN(CCCNS(=O)(=O)c2ccc3c(c2)CCN3C(=O)C2CC2)C1 (centres undefined)	1.2%	9.4%	-7.4%	-4.4%	-1.2%	-35.0
O=C1c2cccc([N+](=O)[O-])c2C(=O)N1c1ccccc1	-5.7%	-32.1%	-17.9%	-6.9%	-0.6%	1.9
CC(C)CC1Nc2ncnc(N3CCOCC3)c2N(Cc2ccc(Br)cc2)C1=O (centres undefined)	0.9%	-13.2%	36.4%	-1.4%	.	-8.9
N#Cc1nc(-c2ccc(COc3ccccc3)o2)oc1N1CCCCC1	0.5%	-8.8%	.	.	.	-16.8
N#CC1=C(SCc2ccccc2)NC(=O)CC1c1ccc(O)cc1 (centres undefined)	-0.5%	-20.2%	-39.1%	-5.4%	13.5%	.
COc1cccc(CC(NC(C)=O)C(=O)NC2CCN(C(=O)NCc3ccccc3)CC2)c1 (centres undefined)	-10.7%	-9.9%	5.4%	10.9%	-1.3%	-9.0
CCOC(=O)c1cnc(SC)nc1Oc1cccc(NC(=O)c2cccc(Cl)c2Cl)c1	1.6%	4.5%	-9.5%	5.1%	4.8%	-16.5
Cc1cc2cc(C)c3nnc(SCC(=O)Nc4ccc(S(=O)(=O)N5CCCCC5C)cc4)n3c2cc1C (centres undefined)	-18.8%	-7.3%	7.6%	5.8%[11.6 µM]	2.7%	-35.8
O=[N+]([O-])c1cc(-c2nc(-c3ccccn3)no2)ccc1NCc1ccccc1	11.1%	0.3%	.	.	.	68.9
Cc1cc(OCC(=O)NC(C)C)cc(C)c1Cl	?	-17.3%	0.6%	35.7%[activator]	3.2%	-3.7
Cn1c(=N)c(S(=O)(=O)c2ccccc2)cc2c(=O)n3ccccc3nc21	-1.8%	-4.4%	-23.2%	1.1%	5.3%	-39.2
CCCCn1c(N)c(N(CC(C)C)C(=O)CCCSc2nncs2)c(=O)[nH]c1=O	6.8%	3.3%	-14.3%[11.4 µM]	9.8%	0.0%	-0.6
CCCCn1nc(CC(=O)NCCN(CC)CC)c2ccccc2c1=O	1.7%	1.8%	-1.7%	-1.4%	2.4%	-10.6
COc1ccccc1C(=O)Nc1ccnn1C1CCN(C(=O)C(C)(C)C)CC1	-7.2%	-22.7%	-8.9%	1.6%	-1.4%	25.1
Cc1nc(-c2ccccn2)sc1C(=O)Nc1ccc(F)cc1F	2.2%	7.6%	-15.9%	6.0%	-1.2%	15.0
O=C(Nc1ccccc1)c1ccc(CSc2ncccn2)cc1	-1.2%	9.8%	-24.9%	3.3%	-0.9%	111.4
CC(=O)c1c(C)n(S(=O)(=O)c2ccc(Cl)cc2)c2ccc(NS(=O)(=O)c3ccc(Cl)cc3)cc12	-1.3%	-17.9%	.	.	.	1.9
N=c1n(Cc2ccccc2)c2ccccc2n1Cc1ccccc1	0.9%	2.4%	-4.3%	4.3%	4.7%	?
COc1ccc(C2CC(c3cccs3)=NN2C(=O)CSc2nc3ccccc3o2)cc1 (centres undefined)	5.9%	-1.5%	-5.3%	-0.3%	-1.5%	?
COc1nn(CC(=O)N2N=C(C)CC2(O)C(F)F)cc1[N+](=O)[O-] (centres undefined)	0.1%	-7.0%	-17.9%	-7.8%	2.3%	-13.1
CCCCNC(=O)CCn1nc(-c2ccc(Cl)cc2)c2ccccc2c1=O	-2.6%&23.3%	0.7%&6.9%	69.8%[activator]	-5.7%	6.8%	?
CCC(C)NC(=O)c1ccccc1NC(=O)C1COc2ccccc2O1 (centres undefined)	7.1%	11.4%	-14.9%	4.6%	1.8%	?
Cc1cc(C)cc(NS(=O)(=O)c2cc3[nH]c(=O)c(=O)[nH]c3cc2C)c1	-10.9%&7.2%	-18.2%&4.5%	-48.0%	8.4%	-11.3%	-9.2&-5.0
COC(=O)c1cn(C(=O)c2ccc(C)cc2C)c2ccccc12	2.9%	-1.4%	-6.4%	0.0%	-11.4%	-28.8
CNS(=O)(=O)c1cccc(C(=O)NCC(c2cccs2)N(C)C)c1 (centres undefined)	4.7%	12.2%	-14.2%	-7.4%	6.6%	9.3
COC(=O)c1ccc(OCC(=O)N2CCCc3ccccc32)cc1	-17.1%	5.7%	-18.2%	-11.7%	8.2%	-27.5
Cc1sc2ncnc(N3CCC(C(=O)Nc4ccc(OC(F)F)c(Cl)c4)CC3)c2c1C	.	.	-6.8%	4.7%	.	-1.6
CCC(C)c1ccccc1NC(=O)c1cc(C)no1 (centres undefined)	-6.5%	-6.7%	-5.4%	0.0%	6.7%	-25.4
COc1ccc(C(=O)N2CCSC2=S)cc1OC	3.4%	0.8%	1.5%	2.5%	-2.0%	?
CCCC(c1nnnn1Cc1ccc(OC)cc1)N1CCN(c2ccccc2)CC1 (centres undefined)	?	1.9%	25.4%	-17.9%	0.0%	4.2
O=C(CCNS(=O)(=O)c1ccccc1)NNC(=O)c1cccc(Cl)c1	.	.	-15.6%	72.8%[activator]	.	49.2

11 structures from above, sorted by length of the SMILES, falling.
SMILES	AmpC detergent	Sm TGR inh	AmpC inh no detg	AMA1 RON2 block	Giardia FBPA inh	HCMV inh
Cc1sc2ncnc(N3CCC(C(=O)Nc4ccc(OC(F)F)c(Cl)c4)CC3)c2c1C	.	.	-6.8%	4.7%	.	-1.6
COc1ccc(C2CC(c3cccs3)=NN2C(=O)CSc2nc3ccccc3o2)cc1 (centres undefined)	5.9%	-1.5%	-5.3%	-0.3%	-1.5%	?
COc1nn(CC(=O)N2N=C(C)CC2(O)C(F)F)cc1[N+](=O)[O-] (centres undefined)	0.1%	-7.0%	-17.9%	-7.8%	2.3%	-13.1
CCCC(c1nnnn1Cc1ccc(OC)cc1)N1CCN(c2ccccc2)CC1 (centres undefined)	?	1.9%	25.4%	-17.9%	0.0%	4.2
CCCCNC(=O)CCn1nc(-c2ccc(Cl)cc2)c2ccccc2c1=O	-2.6%&23.3%	0.7%&6.9%	69.8%[activator]	-5.7%	6.8%	?
CCC(C)NC(=O)c1ccccc1NC(=O)C1COc2ccccc2O1 (centres undefined)	7.1%	11.4%	-14.9%	4.6%	1.8%	?
COC(=O)c1cn(C(=O)c2ccc(C)cc2C)c2ccccc12	2.9%	-1.4%	-6.4%	0.0%	-11.4%	-28.8
COC(=O)c1ccc(OCC(=O)N2CCCc3ccccc32)cc1	-17.1%	5.7%	-18.2%	-11.7%	8.2%	-27.5
N=c1n(Cc2ccccc2)c2ccccc2n1Cc1ccccc1	0.9%	2.4%	-4.3%	4.3%	4.7%	?
CCC(C)c1ccccc1NC(=O)c1cc(C)no1 (centres undefined)	-6.5%	-6.7%	-5.4%	0.0%	6.7%	-25.4
COc1ccc(C(=O)N2CCSC2=S)cc1OC	3.4%	0.8%	1.5%	2.5%	-2.0%	?

Further records.
SMILES	AmpC detergent	Sm TGR inh	AmpC inh no detg	AMA1 RON2 block	Giardia FBPA inh	HCMV inh
COc1cc(/C=C/C(=O)OCC(=O)Nc2cccc(F)c2)ccc1O	.	.	-36.1%	-25.4%	.	81.3
Cc1cc(C)nc(NS(=O)(=O)c2ccc(NC(=O)CCN3C(=O)c4ccccc4C3=O)cc2)n1	-9.6%	0.3%[11.4 µM]	-34.4%	13.9%	11.6%	9.5
COC(=O)c1ccccc1NC(=O)c1cc2nc(-c3ccccc3)cc(-c3ccccc3)n2n1	2.6%	10.4%	.	.	.	4.7
COc1cccc(CNc2ccc3c(c2)ncn3C)c1OC	-14.4%&2.6%	2.8%&-11.1%	-8.6%	-6.1%	-6.5%	-8.6&34.1
O=C(CSc1nc(=O)[nH]c2c1CCC2)NCc1ccc(F)cc1	2.6%	2.6%	.	.	.	9.3
CCOC(=O)c1ccc(NC(=S)NNC(=O)C2(C)CC2(Cl)Cl)cc1 (centres undefined)	-4.8%	-6.6%	-29.5%	3.2%	4.7%	-16.9
Cc1cc(C(=O)N2CCN(Cc3ccccc3)CC2)on1	-14.3%	0.1%	125.2%	-4.8%	1.2%	49.5
